# mut p53 react – mutant p53 pathway re-activators, primary screen, cell-based, SW480, luciferase, single point, HTS; SW480 PUMA-promoter luciferase, p53 mutant reactivation; activation, % at 9.98 µM; actives 1.5% (n = 28,000); AID 624151, 2012; in the data active = activation above about 52%; inconclusive = no clear call, values can overlap the other calls
# STK33 kin inh – STK33 kinase inhibitors, primary screen, biochemical, luminescence, ADP-Glo, MBP substrate; inhibition, % at 12.5 µM; actives 0.44% (n = 27,000); Serine/threonine-protein kinase 33 (Homo sapiens), Q9BYT3; AID 2322, 2010; in the data active = inhibition above about 20%; inconclusive = no clear call, values can overlap the other calls
# Target sequence (Q9BYT3 whole entry, looked up): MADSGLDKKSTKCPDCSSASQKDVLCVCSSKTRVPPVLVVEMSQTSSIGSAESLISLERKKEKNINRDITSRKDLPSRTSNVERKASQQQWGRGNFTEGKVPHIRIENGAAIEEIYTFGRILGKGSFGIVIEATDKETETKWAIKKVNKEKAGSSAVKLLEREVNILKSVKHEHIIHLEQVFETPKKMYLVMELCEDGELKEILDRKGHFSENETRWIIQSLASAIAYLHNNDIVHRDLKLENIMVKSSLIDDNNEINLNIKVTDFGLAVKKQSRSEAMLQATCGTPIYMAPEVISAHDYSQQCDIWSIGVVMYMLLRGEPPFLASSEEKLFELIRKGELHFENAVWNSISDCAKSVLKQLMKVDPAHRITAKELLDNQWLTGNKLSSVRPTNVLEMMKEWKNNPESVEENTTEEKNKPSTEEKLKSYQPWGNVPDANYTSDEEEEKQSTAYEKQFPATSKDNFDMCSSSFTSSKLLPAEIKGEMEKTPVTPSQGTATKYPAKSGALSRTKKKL
# * marks the source's active call; other numbers are inactive results; u = inconclusive; x = not tested or not shown; & = joins results of further samples. Only part of the results is shown; count on the stated rates, not on these rows.
SMILES | mut p53 react | STK33 kin inh
COC(=O)c1c(NC(=S)Nc2ccn(C)n2)sc(C(=O)N(C)C)c1C | -10 | -1
C[C@@H]1CN([C@@H](C)CO)C(=O)Cc2cc(NS(=O)(=O)c3cccs3)ccc2O[C@H]1CN(C)S(=O)(=O)c1ccc(Cl)cc1 | 3 | x
CC(C)[C@H](NC(=O)OCc1ccccc1)C(=O)N[C@H](C=O)Cc1ccccc1 | 4 | -1
COc1ccc(CO[C@H]2O[C@H](CO)[C@@H](O)[C@H](O)[C@H]2NC(C)=O)c2cc(C)oc12 | -1 | -3
C[C@@H]1CN([C@@H](C)CO)S(=O)(=O)c2ccc(/C=C/c3ccccc3)cc2O[C@H]1CN(C)C(=O)CN1CCOCC1 | -3 | x
COc1ccccc1Nc1ncnc2c1cnn2Cc1ccccc1 | 23 | 0
C[C@@H]1CN([C@@H](C)CO)C(=O)Cc2cc(NC(=O)Nc3cccc4ccccc34)ccc2O[C@@H]1CN(C)Cc1ccc(C(=O)O)cc1 | 0 | x
COc1ccc(CN(C)C[C@H]2Oc3ccc(NC(=O)Nc4ccccc4)cc3C(=O)N([C@H](C)CO)C[C@@H]2C)cc1 | x | -3
Cc1noc(C)c1S(=O)(=O)Nc1ccc2c(c1)C(=O)N([C@H](C)CO)C[C@@H](C)[C@@H](CN(C)C(=O)c1ccncc1)OCCCC[C@@H](C)O2 | 2 | x
C[C@@H]1CN([C@@H](C)CO)C(=O)c2cc(NC(=O)Cn3cnnn3)ccc2O[C@H]1CN(C)Cc1ccc(Oc2ccccc2)cc1 | x | 1
COc1ccc(N(CC(=O)Nc2cccc(SC)c2)S(C)(=O)=O)cc1Cl | -6 | -1
Cc1c(NC(=O)CN2C(=O)c3ccccc3S2(=O)=O)c(=O)n(-c2ccccc2)n1C | -2 | 1
C[C@H]1CN([C@@H](C)CO)C(=O)c2cc(NS(C)(=O)=O)ccc2O[C@@H]1CN(C)Cc1ccc(C(=O)O)cc1 | x | 1
COc1cc(C(=O)Nc2cccc(-c3nc4ncccc4o3)c2)cc(OC)c1OC | u | 30*
Cc1cccc(-n2c(SCC(=O)O)nnc2-c2cccs2)c1C | -10 | -3
Cc1ccc(S(=O)(=O)N(C)C[C@H]2Oc3ccc(NS(=O)(=O)c4c(C)noc4C)cc3CC(=O)N([C@@H](C)CO)C[C@@H]2C)cc1 | x | -4
O=C(Cn1cc(C(=O)c2ccccc2F)c2ccccc21)Nc1cccc(C(F)(F)F)c1 | 6 | -1
CCOc1ccc(NC(=O)CSc2nc3nc(C)cc(C)n3n2)cc1 | 24 | 2
C[C@@H]1CN([C@@H](C)CO)C(=O)Cc2cc(NC(=O)Nc3ccc(F)cc3)ccc2O[C@H]1CN(C)Cc1ccc(C(=O)O)cc1 | 0 | x
C[C@@H]1CCCCO[C@H](CN(C)C(=O)Nc2ccc(C(F)(F)F)cc2)[C@H](C)CN([C@H](C)CO)C(=O)c2cc(NS(=O)(=O)c3cn(C)cn3)ccc2O1 | -15 | x
Cc1ccc(S(=O)(=O)Nc2ccc3c(c2)C(=O)N([C@@H](C)CO)C[C@H](C)[C@@H](CN(C)S(=O)(=O)c2ccc(F)cc2)O3)cc1 | 8 | 1
COc1ccc(NC(=O)Nc2ccc3c(c2)C(=O)N([C@H](C)CO)C[C@H](C)[C@H](CN(C)S(=O)(=O)c2cccs2)O3)cc1 | -17 | -1
O=C(C[C@@H]1C[C@H]2c3cc(NC(=O)c4ccc5c(c4)OCO5)ccc3O[C@H]2[C@H](CO)O1)NCc1ccccn1 | 12 | x
Cc1ccc(S(=O)(=O)N(C)C[C@@H]2OCCCC[C@@H](C)Oc3ccc(NC(=O)CCCN(C)C)cc3C(=O)N([C@H](C)CO)C[C@@H]2C)cc1 | x | 3
Cc1ccccc1OCC(=O)NC(=S)Nc1ccccc1-c1nc2ccccc2s1 | 2 | -5

# Grouped by structure, those above with a COOH group (4)
SMILES | mut p53 react | STK33 kin inh
C[C@@H]1CN([C@@H](C)CO)C(=O)Cc2cc(NC(=O)Nc3cccc4ccccc34)ccc2O[C@@H]1CN(C)Cc1ccc(C(=O)O)cc1 | 0 | x
C[C@H]1CN([C@@H](C)CO)C(=O)c2cc(NS(C)(=O)=O)ccc2O[C@@H]1CN(C)Cc1ccc(C(=O)O)cc1 | x | 1
Cc1cccc(-n2c(SCC(=O)O)nnc2-c2cccs2)c1C | -10 | -3
C[C@@H]1CN([C@@H](C)CO)C(=O)Cc2cc(NC(=O)Nc3ccc(F)cc3)ccc2O[C@H]1CN(C)Cc1ccc(C(=O)O)cc1 | 0 | x

# Additional entries
SMILES | mut p53 react | STK33 kin inh
C[C@@H]1CCCCO[C@@H](CN(C)C)[C@H](C)CN([C@H](C)CO)C(=O)c2cc(NS(C)(=O)=O)ccc2O1 | 3 | x
C[C@H](CO)N1C[C@H](C)[C@H](CN(C)Cc2ccc(-c3ccccc3)cc2)Oc2ccc(NC(=O)Nc3ccc(C(F)(F)F)cc3)cc2CC1=O | x | 5
COC(=O)c1ccc(CSc2nnc(-c3cccc(Br)c3)o2)o1 | 3 | 3
C[C@H]1CN([C@@H](C)CO)C(=O)Cc2cc(NS(=O)(=O)c3ccc(F)cc3)ccc2O[C@H]1CN(C)CC1CC1 | x | -1
CCCN(C)C[C@H]1OCCCC[C@@H](C)Oc2ccc(NS(=O)(=O)c3ccc(OC)cc3)cc2C(=O)N([C@@H](C)CO)C[C@H]1C | -3 | x
Cc1noc(C)c1S(=O)(=O)Nc1ccc2c(c1)CC(=O)N([C@@H](C)CO)C[C@H](C)[C@@H](CN(C)CC1CC1)O2 | x | -1
O=C(CSc1nnc(-c2cccs2)n1-c1ccccc1)N1CCCc2ccccc21 | 15 | 7
CCCN(C)C[C@@H]1OCc2cnnn2CCCC(=O)N([C@@H](C)CO)C[C@H]1C | x | 4
CC(=O)Oc1cc2c(C(=O)N3CCCC3)c(C)oc2c2ccccc12 | 26 | x
C[C@@H]1CN([C@H](C)CO)C(=O)Cc2cc(NS(=O)(=O)c3cccs3)ccc2O[C@@H]1CN(C)Cc1ccc(C(=O)O)cc1 | x | -2
COc1ccc(OCC(=O)Nc2sc3c(c2C#N)CCC3)cc1 | 94* | 1
Cc1ccc([N+](=O)[O-])cc1NC(=O)CN(C)S(=O)(=O)c1cc(Cl)ccc1Cl | -4 | -8
O=S(=O)(c1ccc(Cl)cc1)c1nc(-c2ccc(F)cc2)oc1NCc1cccnc1 | -23 | 8
C[C@H]1CN([C@@H](C)CO)C(=O)c2cccc(NS(C)(=O)=O)c2O[C@H]1CN(C)S(=O)(=O)c1ccc(Cl)cc1 | 12 | x
Cc1noc(C)c1S(=O)(=O)Nc1ccc2c(c1)CC(=O)N([C@@H](C)CO)C[C@@H](C)[C@@H](CN(C)C)O2 | 17 | x
COCC#Cc1ccc2c(c1)O[C@H](CN(C)C(=O)C1CCOCC1)[C@@H](C)CN([C@@H](C)CO)S2(=O)=O | 10 | x
C[C@H]1CN([C@@H](C)CO)C(=O)Cc2cc(NC(=O)C3CCCCC3)ccc2O[C@@H]1CN(C)S(=O)(=O)c1cccs1 | x | 2
CCc1ccc(-c2cn3c4ccccc4nc3n2CCN2CCOCC2)cc1 | 16 | 1
Cc1ccc(-c2cc(C(F)F)n3ncc(C(=O)N4CCCCC4c4cccnc4)c3n2)cc1 (configuration not stated) | -4 | 2
CCc1ccc(OCC(=O)Nc2ccccc2C(N)=O)c(Br)c1 | 71* | -7
COc1ccc(NC(=O)Nc2cccc3c2O[C@@H](CN(C)S(=O)(=O)c2ccc(OC)cc2)[C@H](C)CN([C@H](C)CO)C3=O)cc1 | -6 | x
C[C@@H]1CCCCO[C@H](CN(C)C(=O)Cc2ccccc2)[C@@H](C)CN([C@H](C)CO)C(=O)c2cc(NC(=O)Cc3ccccc3)ccc2O1 | x | 4
CCC(=O)N(C)C[C@H]1Oc2cc(C#C[C@H](C)O)ccc2S(=O)(=O)N([C@@H](C)CO)C[C@H]1C | 7 | x
C[C@H]1CN([C@@H](C)CO)C(=O)Cc2cc(NS(C)(=O)=O)ccc2O[C@@H]1CN(C)CC1CC1 | 2 | 2
Cc1cc(-c2ccccc2)nc(SCC(=O)Nc2cccc(C(F)(F)F)c2)n1 | 20 | -1

# (next part)
mol	mut p53 react	STK33 kin inh
CC(C)NC(=O)Nc1ccc2c(c1)CC(=O)N([C@H](C)CO)C[C@H](C)[C@H](CN(C)Cc1ccccc1)O2	x	-1
C[C@H]1CN([C@@H](C)CO)C(=O)c2cccc(NS(=O)(=O)c3cn(C)cn3)c2O[C@H]1CN(C)S(=O)(=O)c1cn(C)cn1	1	x
C[C@H](CO)N1C[C@H](C)[C@@H](CN(C)S(=O)(=O)c2ccc(-n3cccn3)cc2)OCc2cn(nn2)CCCC1=O	0	-6
CC(C)(C)NC(=O)c1ccccc1SCc1ccc(F)cc1	15	x
COc1ccccc1NC(=O)CCC(=O)O	-4	2
C[C@H](CO)N1C[C@H](C)[C@H](CN(C)C(=O)c2ccccc2)OCCCC[C@H](C)Oc2ccc(NS(=O)(=O)c3cn(C)cn3)cc2C1=O	15	x
Cc1noc(C)c1NC(=O)Nc1ccc2c(c1)C(=O)N([C@@H](C)CO)C[C@@H](C)[C@H](CN(C)C(=O)c1ccccc1)OCCCC[C@H](C)O2	2	x
C[C@H](CO)N1C[C@H](C)[C@@H](CN(C)C(=O)NC2CCCCC2)Oc2ccc(NS(=O)(=O)c3ccccc3)cc2CC1=O	8	x
COC(=O)c1ccccc1NC(=O)CN(c1ccc2c(c1)OCCO2)S(C)(=O)=O	0	-2
O=C(CNC(=O)c1ccccc1F)NCc1ccco1	x	1
COc1ccc(OC)c(NS(=O)(=O)c2cccc3cccnc23)c1	-18	-1
C[C@@H]1CN([C@@H](C)CO)C(=O)c2cccc(NC(=O)C3CCOCC3)c2O[C@@H]1CN(C)Cc1ccncc1	4	x
CS(=O)(=O)Nc1ccc(S(=O)(=O)NCC2CCCO2)cc1 (configuration not stated)	-4	-1
C[C@@H]1CN([C@H](C)CO)C(=O)CCCn2nncc2CO[C@H]1CN(C)C(=O)Nc1ccc(N2CCCCC2)cc1	x	0
C[C@@H]1CCCCO[C@H](CN(C)C(=O)Nc2ccc3c(c2)OCO3)[C@@H](C)CN([C@H](C)CO)C(=O)c2cc(NC(=O)Nc3ccc4c(c3)OCO4)ccc2O1	x	2
Cc1cc(=O)[nH]c(SCC(=O)c2cc(C(C)(C)C)c(O)c(C(C)(C)C)c2)n1	-8	2
C[C@H](CO)N1C[C@H](C)[C@H](CN(C)C(=O)NC2CCCCC2)OCCCC[C@H](C)Oc2ccc(NC(=O)CCCN(C)C)cc2C1=O	-2	x
c1ccc(OCc2nn3c(Cn4cnc5ccccc54)nnc3s2)cc1	-28	2
COC(=O)c1cc(O)cc(O)c1C(=O)c1c(O)c(Cl)c(C)c(Cl)c1OC	-3	-2
C[C@@H]1CN([C@H](C)CO)C(=O)c2cc(NC(=O)Cn3cnnn3)ccc2O[C@H]1CN(C)Cc1ccncc1	12	6
O=C(CC(C(=O)O)N1CCNCC1)Nc1cccc(Cl)c1 (configuration not stated)	14	-5
Cc1cc(Cl)c(S(=O)(=O)N2CCCC2)cc1OCC(N)=O	-8	3
C[C@@H]1CN([C@H](C)CO)C(=O)Cc2cc(NC(=O)C3CC3)ccc2O[C@@H]1CN(C)C(=O)Nc1ccc2c(c1)OCO2	x	9
Cc1ccc(-c2cc3ccccn3c2C(=O)CSc2nnc(C)s2)cc1	-3	-3
Cc1noc(C)c1S(=O)(=O)N(C)C[C@@H]1OCCCC[C@@H](C)Oc2ccc(NC(=O)C3CCCCC3)cc2C(=O)N([C@@H](C)CO)C[C@H]1C	-1	x

# Remaining list, next part:
mol	mut p53 react	STK33 kin inh
Nc1ncnc(Oc2cccc3cccnc23)c1[N+](=O)[O-]	-4	0
Cc1noc(C)c1NC(=O)N(C)C[C@H]1Oc2ccc(NC(=O)Nc3ccccc3)cc2CC(=O)N([C@@H](C)CO)C[C@H]1C	x	2
COc1ccccc1NC(=O)c1ccc(OCC(=O)O)cc1	5	-1
OC(CN1CCNCC1)Cn1c2ccc(Br)cc2c2cc(Br)ccc21 (configuration not stated)	x	2&4
COc1ccc(S(=O)(=O)N(C)C[C@H]2Oc3ccc(NS(=O)(=O)c4ccc(C)cc4)cc3CC(=O)N([C@@H](C)CO)C[C@@H]2C)cc1	x	-1
C[C@@H]1CN([C@H](C)CO)C(=O)Cc2cc(NC(=O)Nc3ccc4c(c3)OCO4)ccc2O[C@@H]1CN(C)C(=O)Nc1ccc(F)cc1	x	-1
CC(=O)[C@H]1CC[C@H]2[C@@H]3C=CC4=CC(=O)CC[C@@]4(C)[C@@H]3CC[C@]12C	4	-3
COc1ccc(-c2cnc3c(c2)C(=O)N([C@H](C)CO)C[C@H](C)[C@H](CN(C)S(=O)(=O)c2ccc(OC)cc2)O3)cc1	-9	0
O=c1cc(-c2ccccc2)oc2cccc(O)c12	x	15
COc1ccc(N(C(C)C(=O)Nc2ccccc2Cl)S(C)(=O)=O)cc1 (configuration not stated)	-6	-2
C[C@@H]1CCCCO[C@H](CN(C)S(=O)(=O)c2ccc(Cl)cc2)[C@@H](C)CN([C@H](C)CO)C(=O)c2cc(NC(=O)Nc3ccccc3)ccc2O1	x	4
COCC#Cc1cnc2c(c1)C(=O)N([C@H](C)CO)C[C@H](C)[C@@H](CN(C)C(=O)C1CCOCC1)O2	5	x
C[C@@H]1CCCCO[C@@H](CN(C)Cc2ccncc2)[C@@H](C)CN([C@H](C)CO)C(=O)c2cc(NS(=O)(=O)c3cccs3)ccc2O1	x	-9
COc1ccc(NC(=O)Nc2ccc3c(c2)C(=O)N([C@H](C)CO)C[C@@H](C)[C@H](CN(C)Cc2ccc(C(=O)O)cc2)O3)cc1	1	-2
Cc1nnc(SCC(=O)Nc2ccc(I)cc2C)s1	23	-2

# A draw from above in order of heavy-atom count, falling:
mol	mut p53 react	STK33 kin inh
C[C@@H]1CCCCO[C@H](CN(C)S(=O)(=O)c2ccc(Cl)cc2)[C@@H](C)CN([C@H](C)CO)C(=O)c2cc(NC(=O)Nc3ccccc3)ccc2O1	x	4
Nc1ncnc(Oc2cccc3cccnc23)c1[N+](=O)[O-]	-4	0
Cc1nnc(SCC(=O)Nc2ccc(I)cc2C)s1	23	-2

# From PubChem
